B2AR arrestin = qHTS assay of beta-arrestin-biased ligands of beta2-adrenergic receptor. beta-arrestin recruitment to beta2AR, cell-based reporter. 0.02% of 330,000 active. Potency, µM (titrated, usually from 46.1 µM), for inactives: at the top dose activation, most hits filed as activators;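 note: potency is the fitted concentration of half-maximal effect; 0% = DMSO controls and full agonism = EC100 isoproterenol or metaproterenol; nearly all actives have a fitted effect of over 65% in size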
Giardia kill = Small Molecules that selectively kill Giardia lamblia: qHTS | 0.15% of 340,000 active | activity change, % at 7.66 µM, hits read low | Giardia lamblia trophozoite viability; in the data active = activity change below about -80%; inconclusive = between about -30% and that limit;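 note: parasites exposed to compound for two days anaerobically before the ATP read; % is set by controls: 0 for no effect and ±100 for the full control effect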
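Media and compound were dispensed first, then trophozoites at 100 cells/well; plates sat 48 hrs at 37 deg C without oxygen before ATP luminescence reagent was added and read after 15-30 min at room temperature.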
Tb PFK inh = qHTS Assay to Find Inhibitors of T. brucei phosphofructokinase; ATP-dependent 6-phosphofructokinase (Trypanosoma brucei brucei), O15648; T. brucei PFK, ADP-Glo luminescence; Potency, µM (top dose mostly 57.5 µM), without a hit: at the top dose activity, negative = inhibition, most hits filed as inhibitors; 0.17% of 330,000 active; AID 485367, 2010;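 note: potency is the fitted concentration of half-maximal effect; 0% = uninhibited 1x PFK enzyme wells and -100% = no-enzyme wells; nearly all actives have a fitted effect of over 60% in size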
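ADP-Glo luminescence quantified ADP after 45 min at room temperature, with 1.25 nM T. brucei PFK, 0.1 mM ATP and 0.5 mM fructose-6-phosphate in pH 8.0 TEA buffer. qHTS titrations up to 57 µM; curves classified by quality.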
FBPA coupling cs = qHTS Assay for Inhibitors of Fructose-1,6-bisphosphate Aldolase from Giardia Lamblia: Coupling assay counterscreen. coupling enzyme system counterscreen, AmpLite Red fluorescence. activity change, negative = inhibition, % at 58.2 µM, hits read low. 0.67% of 290,000 active. AID 2472, 2010; in the data active = activity change below about -30%; note: % is set by controls: 0 for no effect and ±100 for the full control effect
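First, compound is pin-transferred into glyceraldehyde-3-phosphate coupling-enzyme reagent at 57.5 uM final and held 10 min at RT. Next, substrate, coupling system and AmpLite Red are added. After 20 min RT, fluorescence (525/598 nm) is read.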
Menin MLL FP TR = qHTS Assay for Inhibitors Targeting the Menin-MLL Interaction in MLL Related Leukemias: Competition With Texas Red Labeled MLL-derived Mutant Peptide | Menin + Texas Red MLL mutant peptide, fluorescence polarization | Potency, µM (highest dose often 61.6 µM), for the others: at the top dose FP activity change, negative = inhibition, most hits filed as inhibitors | 0.23% of 270,000 active; active = well fitted inhibition curve with a large enough effect in the polarisation, with a control signal flat, not every such curve was filed as active; inconclusive = small, poorly fitted or top-dose-only effect, or effect the other way, or a change in a side signal; inactive = no such curve, though single readings can be large or run the other way; the % refers to the polarisation; note: potency is the fitted concentration of half-maximal effect; % of control where 0% means no effect; many of its hits are not listed in these tables
Target sequence (O00255 whole entry, looked up): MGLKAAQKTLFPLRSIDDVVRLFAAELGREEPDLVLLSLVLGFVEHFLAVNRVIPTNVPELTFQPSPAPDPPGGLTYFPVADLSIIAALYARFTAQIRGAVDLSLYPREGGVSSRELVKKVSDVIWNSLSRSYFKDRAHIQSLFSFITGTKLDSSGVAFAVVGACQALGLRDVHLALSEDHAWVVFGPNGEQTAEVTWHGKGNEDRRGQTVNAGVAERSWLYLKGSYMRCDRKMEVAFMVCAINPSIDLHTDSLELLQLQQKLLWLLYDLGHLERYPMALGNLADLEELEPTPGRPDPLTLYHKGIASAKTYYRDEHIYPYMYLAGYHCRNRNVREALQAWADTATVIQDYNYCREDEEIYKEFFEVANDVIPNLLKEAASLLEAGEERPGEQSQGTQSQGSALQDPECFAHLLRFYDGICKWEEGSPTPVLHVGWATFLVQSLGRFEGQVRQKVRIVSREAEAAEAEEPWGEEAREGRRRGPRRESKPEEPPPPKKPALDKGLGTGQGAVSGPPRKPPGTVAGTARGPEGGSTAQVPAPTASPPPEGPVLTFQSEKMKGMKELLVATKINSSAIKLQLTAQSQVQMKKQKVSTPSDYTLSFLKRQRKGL
GALK inhibitor = qHTS Assay for Inhibitors of Human Galactokinase (GALK) | AID 1868, 2009 | Purified GALK, Kinase-Glo residual ATP luminescence | Potency, µM (titrated, usually from 57.5 µM), for inactives: top-dose activity change, negative = inhibition, most hits filed as inhibitors | P51570 | 0.007% of 270,000 active; note: potency is the fitted concentration of half-maximal effect; % is set by controls: 0 for no effect and ±100 for the full control effect
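5 nM enzyme, 35 uM ATP, 100 uM galactose, 20 mM HEPES pH8.0, 5 mM MgCl2; 1 h RT; residual ATP by Kinase-Glo Plus luminescence, qHTS format.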
BCR signal inh = qHTS Assay to Find Inhibitors of Chronic Active B-Cell Receptor Signaling. ABC-DLBCL IkBa-CBG/CBR reporter, luminescence ratio, 4 h. 0.05% of 340,000 active. Potency, µM (highest dose often 46.1 µM), for inactives: at the highest dose ratio change, negative = lower green/red ratio, usual class: inhibitors; active = well fitted inhibition curve with a large enough effect in the signal ratio, with a control signal flat, not every such curve was filed as active; inconclusive = small, poorly fitted or top-dose-only effect, or effect the other way, or a change in a side signal; the % refers to the signal ratio;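 note: potency is the fitted concentration of half-maximal effect; plate controls were basal doxycycline-induced cells for no effect and cells given 10 µM MG132 for full effect; MG132 reads +100%, hits lower the ratio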
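Cell line TMD8 (human ABC DLBCL), stably expressing tet-inducible CBG68-IkBa fusion and CBR; IMDM/0.5% FBS; cpd up to 46 uM; dox induction, 4 h, 37C/5% CO2; dual luminescence; green/red ratio; MG132 control.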
PKM2 act = qHTS Assay for Activators of Human Muscle isoform 2 Pyruvate Kinase | Pyruvate kinase PKM (Homo sapiens), P14618 | purified PKM2, Kinase-Glo ATP luminescence, activation; response scale: 0% is enzyme alone, no compound | Potency, µM (series often up to 57.5 µM), inactives show top-dose activation, most hits filed as activators | 0.34% of 260,000 active | AID 1631, 2009; note: potency is the fitted concentration of half-maximal effect; % is set by controls: 0 for no effect and ±100 for the full control effect; nearly all actives have a fitted effect of over 55% in size
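Kinase-Glo luminescence reports ATP generated from ADP (0.1 mM) and PEP (0.5 mM) by purified hPK-M2 after 1 h at room temperature, pH 7.2 imidazole buffer; intermediate enzyme activity allows detecting inhibitors and activators.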
TSG101-PTAP inh = qHTS Assay for Iinhibitors of HIV-1 Budding by Blocking the Interaction of PTAP/TSG101 | 340,000 tested, under 10 active | Tumor susceptibility gene 101 protein (Homo sapiens), Q99816 | AID 493005, 2010 | Fluorescence polarization, FITC-PTAP peptide / Tsg101 binding | Potency, µM (series often up to 115 µM), for inactives: at the highest dose activity change, negative = inhibition, hits mostly inhibitors; active = well fitted inhibition curve with a large enough effect in the main read-out, with a control signal flat, not every such curve was filed as active; inconclusive = small, poorly fitted or top-dose-only effect, or effect the other way, or a change in a side signal; inactive = no such curve, though single readings can be large or run the other way; note: potency is the fitted concentration of half-maximal effect; % of control where 0% means no effect
Target sequence (Q99816 whole entry, looked up): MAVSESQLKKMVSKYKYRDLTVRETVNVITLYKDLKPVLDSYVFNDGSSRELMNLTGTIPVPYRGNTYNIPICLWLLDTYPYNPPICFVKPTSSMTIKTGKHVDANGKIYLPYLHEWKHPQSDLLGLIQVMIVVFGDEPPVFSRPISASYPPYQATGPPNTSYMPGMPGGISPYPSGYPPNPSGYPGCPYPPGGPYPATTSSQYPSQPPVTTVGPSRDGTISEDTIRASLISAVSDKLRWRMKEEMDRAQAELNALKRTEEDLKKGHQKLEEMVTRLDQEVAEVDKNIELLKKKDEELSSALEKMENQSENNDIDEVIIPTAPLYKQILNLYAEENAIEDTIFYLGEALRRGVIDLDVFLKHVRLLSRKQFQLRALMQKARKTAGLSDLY
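Compounds were pin-transferred onto Tsg101 binding domain (10 uM final) in HEPES pH 7.5 buffer, then FITC-PTAP peptide was added at 50 nM final. After 20 min at RT, polarization reported peptide displacement across a qHTS concentration series.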
Integrin act MD = qHTS for Activators of Integrin-Mediated Alleviation for Muscular Dystrophy. alpha7betagal myoblasts, beta-gal FDG fluorescence, 48 h. Potency, µM (series often up to 38.3 µM), for inactives: at the top dose activation, hits mostly activators. 0.064% of 350,000 active. AID 624291, 2012;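 note: potency is the fitted concentration of half-maximal effect; 100% = response of the positive control SU9516; nearly all actives have a fitted effect of over 60% in size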
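Alpha7betagal+/- myoblasts (passage 13) were plated 16-24 hr, then exposed to compounds (1:260 dilution of DMSO stock) for 48 hours at 37C. After MPER lysis, β-galactosidase reporter activity was read as FDG fluorescence (ex 480/em 540) after 30 minutes.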
S-ASM inh = Inhibitors of Secretory Acid Sphingomyelinase (S-ASM): qHTS; placental ASM, HMU-PC fluorogenic substrate, 60 min; Potency, µM (top dose mostly 57.5 µM), for inactives: top-dose activity change, negative = inhibition, hits mostly inhibitors; 0.006% of 340,000 active; AID 504937, 2011; note: potency is the fitted concentration of half-maximal effect
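Fluorogenic HMU-PC substrate (9 uM final) is turned over by placental ASM in 60 min at 37 C after a 10 min compound preincubation. Reaction ended by alkaline stop (pH 10), with fluorescence read at 386/447 nm.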
* hit, by the source's call; ? = inconclusive; · = no result given; & = joins results of further samples; [ ] = another dose, or the depositor's remark. Unless noted, calls come from the whole dose curve; as a rule, active = well fitted curve in the direction sought with a large enough effect; inconclusive = small, poorly fitted or top-dose-only effect, or another doubt; inactive = no such curve, though single readings can be large; an effect the other way counts as inactive or inconclusive. These rows are one share of the data; the hit share may differ from the screen's.

Each structure is followed by: B2AR arrestin, Giardia kill, Tb PFK inh, FBPA coupling cs, Menin MLL FP TR, GALK inhibitor, BCR signal inh, PKM2 act, TSG101-PTAP inh, Integrin act MD, S-ASM inh
1: O=S(=O)(c1cc(Cl)ccc1Cl)N1CCCCC1
    0.2%, -5, 2%, 7, -7%, 2%, -7%, -28%, 5%, 17%, 5%
2: CSc1ncc(-c2ccc(Cl)cc2)[nH]1
    -0.6%, 10, 4%, 20, ·, 0%, -1%, -4%, -2%, -8%, -1%
3: Cc1cccc(/C=N/N(CCO)C2=NS(=O)(=O)c3ccccc32)c1
    -0.4%, -3, 1%, 1, -7%, 0%, -27%, 2%, -9%, 27%, -3%
4: O=C(CSc1nc(-c2ccncc2)nn1CC(=O)N1CCCCC1)NC1CCCC1
    0.6%, 5, 0%, -1, 5%, 6%, 1%, -3%, -2%, -24%, 1%
5: C=CCSC1=N/C(=C\c2ccc(C(=O)O)cc2)C(=O)S1
    -1.2%, 15, ?, 7, 9%, -9%, ?, 1%, 2%, 1%, 1%
6: CN(C)c1ccc(/C=N\NC(=O)c2cccc3cc[nH]c23)cc1
    6.9%, -1, -8%, -3, ·, 3%, ?, -6%, 1%, -9%, 110%[activator]
7: Cc1cccc(NC(=O)Cn2cnc3c(cnn3-c3ccc(F)cc3)c2=O)c1C
    0.3%, -21, -1%, -2, ?, 1%, 13%, -2%, -3%, -12%, 0%
8: Cc1ccc(C)n1-c1ccc(C(=O)Nc2ccccc2F)cc1
    0.0%, 13, -4%, 3, 12%, -2%, ?, -6%, -3%, 8%, -2%
9: Cc1nn(C)cc1C1C2=C(CC(C)(C)CC2=O)N(c2ccccc2)C2=C1C(=O)CC(C)(C)C2
    -0.2%, 17, -1%, 0, -8%, -2%, -4%, -3%, -5%, 22%, 217%[activator]
10: CCCCC(=O)OCC(=O)c1ccc(OCC)cc1
    -1.0%, -5, -16%, -9, 2%, -1%, 15%, 9%, -5%, 14%, -1%
11: CCC(=O)Nc1ccc(-c2cc3ccccc3oc2=O)cc1
    0.0%, 6, 5%, -1, -9%, -1%, -6%, -1%, -6%, 13%, 55%[activator]
12: CCc1c(SCCC(=O)O)nc2ccccc2c1C
    -0.1%, 3, -3%, 17, -5%, 5%, -3%, -2%, -3%, 5%, 9%
13: CS(=O)(=O)Nc1ccc(C(=O)NCC2CCCO2)cc1 (stereo not drawn)
    -0.1%, -10, 20%, 3, 2%, -4%, 2%, -1%, 0%, 10%, 0%
14: COCCn1c(N2CCN(c3ccc(OC)cc3)CC2)nc2c1c(=O)n(C)c(=O)n2C
    -0.1%, -3, -6%, 0, 3%, 6%, 2%, -7%, -7%, -11%, -3%
15: COCCN(C(=O)C1CC(=O)N(Cc2ccccc2)C1)c1nc(-c2ccc([N+](=O)[O-])cc2)cs1 (stereo not drawn)
    0.0%, -19, -10%, ·, ·, ·, -3%, ·, -1%, -27%, -10%
16: COCCn1nnnc1C(c1ccccc1)N1CCN(C(=O)c2ccco2)CC1 (stereo not drawn)
    0.3%, -23, -2%, 0, ·, 1%, 0%, ·, 0%, -2%, 6%
17: COc1ccccc1OCC(=O)Nc1cc(Cl)ccc1N1CCCCC1
    0.0%, -20, 1%, ·, ·, ·, ?, ·, -5%, -20%, 16%
18: CCn1c(CSc2n[nH]c(N)n2)nc2cc(C(=O)O)ccc21
    -0.3%, -20, 2%, 3, ?, 1%, 8%, 0%, -22%, -7%, 3%
19: O=C(NCc1ccco1)c1cc(S(=O)(=O)N2CCOCC2)c(Cl)cc1Cl
    0.2%, -4, 0%, 1, 10%, 2%, 0%, -4%, -2%, 12%, 4%
20: C/C(=N\NC(=O)COc1ccccc1)c1cccs1
    2.9%, -4, 1%, 1, 4%, 1%, 6%, 0%, 0%, 5%, 3%
21: Cc1ccc(S(=O)(=O)NC(=O)NC(C)Cc2ccccc2)cc1 (stereo not drawn)
    -0.1%, -21, 4%, 2, -4%&1%, 9%, ?, 3%, 0%, 34%, -6%
22: O=C(CNC(=O)C12CC3CC(CC(C3)C1)C2)NCc1ccccc1
    -0.1%, 9, -5%, ·, ·, ·, 1%, ·, -1%, 26%, 0%
23: N#Cc1cc(-c2ccccc2)nnc1Oc1ccccc1
    0.0%, 5, 1%, 1, 35%[activator], -2%, 12%, 2%, -4%, 29%, 0%
24: CCCN(CC(=O)Nc1ccccc1C)C(=O)c1ccc2c(c1)OCO2
    -0.1%, 1, -3%, ·, ·, ·, 0%, ·, 1%, 14%, 4%
25: COC(=O)c1ccc(C2C(C(=O)c3ccco3)=C(O)C(=O)N2CC2CCCO2)cc1 (stereo not drawn)
    0.9%, 3, 6%, 1, ·, 1%, -7%, ·, -5%, 38%, -2%
26: CCOc1cc(C#N)c(NC(=O)CSc2nnnn2-c2ccc(OC)cc2)cc1OCC
    -0.3%, -3, 0%, -9, 2%, -2%, 1%, -11%, 0%, -11%, -1%
27: C/C(N)=C(/C#N)C(=O)COC(=O)c1ccccc1Oc1ccccc1
    -0.8%, 6, 1%, 2, 21%, 0%, ?, -1%, 0%, -29%, -2%
28: Cc1ccccc1-n1c(C)cc(/C=N/NC(=O)c2ccncc2)c1C
    -0.4%, 10, 0%, -1, -15%, 3%, ?, -10%, 0%, 6%[7.66 µM], -2%
29: CC1(c2ccccc2)NC(=O)N(CC(=O)N2CCN(S(=O)(=O)c3ccccc3[N+](=O)[O-])CC2)C1=O (stereo not drawn)
    -0.5%, -13, 1%, ·, ·, 3%, 2%, -1%, 0%, -34%, 2%
30: CCOC(=O)c1c(C)[nH]c(C)c1C(=O)COC(=O)c1cc(OC)cc(OC)c1
    1.0%, -3, 0%, 3, 31%[activator], 11%, ?, -3%, -3%, 3%, -6%
31: CC(=O)NC1C(=O)N(C)c2ccc(Br)cc21 (stereo not drawn)
    -1.0%, -18, -2%, ·, 33%[activator], 0%, -28%, -6%, ·, -23%, 3%
32: NC(=O)CNC(=O)C1CCN(S(=O)(=O)c2ccc(-n3cnnn3)cc2)CC1
    -0.7%, 1, -1%, 1, ·, -2%, 6%, ·, 0%, 0%, 0%
33: CC(C)(C)C(=O)C(Cc1ccccc1)n1cncn1 (stereo not drawn)
    0.4%, 22, 0%, 4, -3%, 0%, 11%, -4%, -5%, 26%, -7%
34: CN(CC(=O)N1CCCC1)S(=O)(=O)c1ccc(Cl)cc1
    -0.9%, 3, -1%, -1, 4%, 0%, ?, -2%, -3%, -5%, 3%
35: COc1ccccc1N1CCN(CCCOc2ccc(F)cc2)CC1
    0.0%, 15, -4%, 8, -13%, 4%, -3%, 8%, -4%, -23%, 0%
36: CCOC(=O)c1cc2sccc2n1CC(=O)c1ccc2c(c1)OCCO2
    -0.6%, 1, -3%, -7, ?, 9%, 0%, -1%, -7%, -13%, -7%
37: CCC(C(=O)Nc1ccc2c(c1)OCCO2)n1nnc2ccccc2c1=O (stereo not drawn)
    0.3%, 20, 1%, ·, ·, -2%, -5%, ·, 1%, -26%, -3%
38: S=C(NCC1CC1)N/N=C/c1ccccc1Cl
    -0.1%, -4, 3%, 0, ·, 0%, ?, 4%, 0%, 5%, 1%
